Assay outcomes as filed in PubChem BioAssay.
pPAFAH FP inh: pPAFAH enzyme inhibitors, primary screen, biochemical, fluorescence polarization, human | inhibition, % at 3.39 µM | recombinant pPAFAH, FP-rhodamine probe fluorescence polarization | 1.5% of 330,000 active;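 active = inhibition above the mean inhibition across the screen plus 3 SD, cut at about 25% in these data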;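 also: inhibitors block binding of the rhodamine activity-based probe so polarization drops; 0% = enzyme with DMSO and 100% = wells lacking pPAFAH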
Target sequence (Q13093 whole entry, looked up): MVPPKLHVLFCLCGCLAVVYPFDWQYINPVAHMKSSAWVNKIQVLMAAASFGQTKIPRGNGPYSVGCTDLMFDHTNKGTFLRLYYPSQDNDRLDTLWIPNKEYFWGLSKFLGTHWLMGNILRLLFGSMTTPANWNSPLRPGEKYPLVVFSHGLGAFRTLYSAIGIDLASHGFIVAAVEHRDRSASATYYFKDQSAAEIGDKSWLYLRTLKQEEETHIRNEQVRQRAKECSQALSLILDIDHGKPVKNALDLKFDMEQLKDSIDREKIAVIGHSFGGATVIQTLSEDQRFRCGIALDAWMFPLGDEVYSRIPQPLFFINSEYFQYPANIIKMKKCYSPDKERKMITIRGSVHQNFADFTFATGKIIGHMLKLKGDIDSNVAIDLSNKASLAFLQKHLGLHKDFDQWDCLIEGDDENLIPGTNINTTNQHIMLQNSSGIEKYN
PAFAH1B2 inh: PAFAH1B2 enzyme inhibitors, primary screen, biochemical, fluorescence polarization, human; Platelet-activating factor acetylhydrolase IB subunit alpha2 (Homo sapiens), P68402; recombinant PAFAH1B2, FP-rhodamine activity probe; inhibition, % at 3.39 µM; 1.2% of 340,000 active;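 active = inhibition above the mean of all tested compounds plus 3 SD, cut at about 24% in these data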;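 also: 0% = enzyme with DMSO and 100% = wells lacking PAFAH1B2; many of its hits are not listed in these tables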
PME-1 inh: PME-1 inhibitors via competitive probe labeling, primary screen, biochemical, fluorescence polarization, FP-Rh probe, HTS | Protein phosphatase methylesterase 1 (Homo sapiens), Q9Y570 | recombinant PME-1 | inhibition, % at 5.9 µM | 0.53% of 320,000 active;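 active = inhibition above the campaign mean of all compounds plus 3 SD, cut at about 26% in these data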;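 also: competitive labeling of PME-1 active site by serine hydrolase directed probe; 0% = PME-1 with DMSO and 100% = wells lacking PME-1 enzyme; inhibitors block probe labeling so polarization falls and inhibition rises; many of its hits are not listed in these tables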
PAFAH1B3 FP inh: PAFAH1B3 enzyme inhibitors, primary screen, biochemical, fluorescence polarization, human; AID 492972, 2010; 0.28% of 340,000 active; Platelet-activating factor acetylhydrolase IB subunit alpha1 (Homo sapiens), Q15102; recombinant PAFAH1B3, FP-rhodamine probe; inhibition, % at 3.39 µM;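 active = inhibition above the screen-wide average of all tested compounds plus 3 SD, cut at about 25% in these data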;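 also: 0% = enzyme with DMSO only and 100% = wells lacking PAFAH1B3 protein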
Fam108B inh: mouse Fam108B serine hydrolase inhibitors, primary screen, counter-screen for RBBP9 inhibitor project, biochemical, fluorescence polarization; recombinant Fam108B, FP-Rh probe fluorescence polarization; inhibition, % at 9.51 µM; 0.33% of 300,000 active; AID 1947, 2009;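 active = inhibition above the screen mean inhibition plus 3 SD, computed separately per campaign, cut at about 18% in these data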;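 also: inhibitors lower polarization as less probe binds the enzyme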
PAD4 inh: human PAD4 inhibitors, primary screen, biochemical, fluorescence polarization, 1536-well format. 0.41% of 330,000 active. Protein-arginine deiminase type-4 (Homo sapiens), Q9UM07. inhibition, % at 6.36 µM. recombinant PAD4, RCA probe fluorescence polarization. AID 485272, 2010;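 active = percent inhibition above a cutoff equal to the mean of all tested compounds plus 3 SD, cut at about 15% in these data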;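 also: 0% = PAD4 with RCA probe and DMSO and 100% = probe without PAD4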
Target sequence (Q9UM07 whole entry, looked up): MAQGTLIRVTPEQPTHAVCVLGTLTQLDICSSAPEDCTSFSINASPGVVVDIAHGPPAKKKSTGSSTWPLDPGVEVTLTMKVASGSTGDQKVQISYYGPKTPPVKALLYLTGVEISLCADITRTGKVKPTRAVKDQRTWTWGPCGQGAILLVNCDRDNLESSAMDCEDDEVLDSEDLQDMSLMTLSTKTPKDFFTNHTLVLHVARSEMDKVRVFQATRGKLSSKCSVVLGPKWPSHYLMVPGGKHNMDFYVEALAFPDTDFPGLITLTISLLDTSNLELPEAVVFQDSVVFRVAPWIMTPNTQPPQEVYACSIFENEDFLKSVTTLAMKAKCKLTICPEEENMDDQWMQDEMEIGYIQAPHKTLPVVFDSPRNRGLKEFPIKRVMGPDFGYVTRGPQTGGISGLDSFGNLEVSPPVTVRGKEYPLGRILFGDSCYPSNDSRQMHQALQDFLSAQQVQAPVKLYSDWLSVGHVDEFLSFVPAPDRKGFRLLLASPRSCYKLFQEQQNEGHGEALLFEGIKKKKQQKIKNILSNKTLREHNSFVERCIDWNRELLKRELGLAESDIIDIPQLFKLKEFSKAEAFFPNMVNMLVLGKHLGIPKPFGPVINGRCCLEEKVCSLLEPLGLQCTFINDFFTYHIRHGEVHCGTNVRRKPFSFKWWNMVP
LYPLA1 counter: LYPLA1 inhibitors, primary screen, counter-screen for PME1 inhibitor project, biochemical, fluorescence polarization, FP-Rh probe ABPP; Acyl-protein thioesterase 1 (Homo sapiens), O75608; recombinant LYPLA1; inhibition, % at 5.9 µM; 0.16% of 320,000 active; AID 2174, 2009;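 active = inhibition above the mean of all tested compounds plus 3 SD, set per campaign, cut at about 14% in these data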;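 also: inhibitors block serine hydrolase probe labeling of LYPLA1 so polarization falls; 0% = enzyme with DMSO and 100% = wells lacking LYPLA1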
PAFAH2 FP inh: PAFAH2 enzyme inhibitors, primary screen, biochemical, fluorescence polarization, human. 0.99% of 340,000 active. recombinant PAFAH2, FP-rhodamine activity probe. Platelet-activating factor acetylhydrolase 2, cytoplasmic (Homo sapiens), Q99487. AID 492956, 2010. inhibition, % at 3.39 µM;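 active = inhibition above the mean over all tested compounds plus 3 SD, cut at about 30% in these data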;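 also: inhibitors block probe labeling of enzyme so polarization drops; 0% = enzyme with DMSO and 100% = wells lacking PAFAH2 protein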
GSTO1 inh: inhibitors of recombinant GSTO1, primary screen, counter-screen for RBBP9 inhibitor project, biochemical, fluorescence polarization | activity-based probe fluorescence polarization | 1.1% of 300,000 active | Glutathione S-transferase omega-1 (Homo sapiens), P78417 | inhibition, % at 5.96 µM;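 active = inhibition above the campaign mean inhibition plus 3 SD, cut at about 35% in these data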;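 also: 0% = GSTO1-1 with DMSO and 100% = wells lacking GSTO1-1 enzyme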
* hit, by the source's call; / = not tested or not shown.

SMILES	pPAFAH FP inh	PAFAH1B2 inh	PME-1 inh	PAFAH1B3 FP inh	Fam108B inh	PAD4 inh	LYPLA1 counter	PAFAH2 FP inh	GSTO1 inh
COc1ccccc1N1CCN(c2cc(N3CCCC3)nc(C)n2)CC1	7	-6	-4	7	-1	-4	-3	0	3
CC(C)NC(=O)NC(=O)COC(=O)c1ccccc1F	11	2	-4	10	2	1	0	4	-3
COC/C=C/C1=CC2=CC(=O)C(C)(OC(=O)c3cnc4ccccc4n3)C(=O)C2=CN1Cc1ccc(OC)cc1 (centres undefined)	24	8	0	5	4	-5	1	10	33
O=S(=O)(c1cccc(-c2nnco2)c1)N1CCOCC1	-10	0	-12	-6	1	-2	0	-1	15
O=C(CN1C(=O)/C(=C/c2ccccc2)SC1=S)N1CCN(CCc2ccccn2)CC1	-8	5	-3	0	-2	-49	-1	7	16
Cc1ccc(Sc2ncccc2COC(=O)Nc2ccccc2)cc1	2	-1	-16	-4	-9	-5	-10	-7	-11
COc1ccc(OC)c(CCNC(=O)CCn2nc(C)c3c(C)n(-c4ccccc4)nc3c2=O)c1	0	-1	-2	-3	1	-5	-2	2	1
COc1ccc(OC)cc1	4	2	/	8	/	-3	/	3	/
Cc1cc(OCC(=O)N2CCOCC2)ccc1[N+](=O)[O-]	4	4	-1	11	1	0	2	6	-3
O=C(NCc1ccco1)c1cc2c(s1)CCCCC2	8	0	3	0	-4	2	-3	2	-4
O=C(NCC1CCCO1)c1ccc(COc2ccccc2)cc1 (centres undefined)	0	7	3	4	-2	-7	-5	-6	-1
O=C(O)CC/C(=N\NC(=O)c1ccccc1)c1cccs1	-10	1	8	5	3	-7	-1	2	9
CCN1CCN(CCNC(=O)CCc2c(C)c3c(C)nn(-c4ccccc4)c3n(C)c2=O)CC1	8	0	3	8	1	0	3	5	5
O=C(OCCN1CCOCC1)c1ccc(O)cc1	5	0	6	5	0	0	-1	-5	-1
C#Cc1ccc([C@H]2C=C(C(=O)NCc3nc4ccccc4[nH]3)O[C@@H](OCC)[C@@H]2CCCO)cc1	-7	-5	-14	-7	-13	-11	-10	-6	-3
Cn1nnnc1SCC(=O)N1CCCCC1	3	3	2	-1	-1	-1	1	-6	-1
CN1CCN(C(=O)CN(c2cccc(Br)c2)S(=O)(=O)c2ccccc2)CC1	0	6	6	6	7	2	-3	-4	6
CC(=O)N1CCc2c(sc(NC(=O)c3ccc4c(c3)OCCO4)c2C#N)C1	1	2	3	1	3	-2	0	-5	5
COc1cccc(-c2cc(C(=O)N/N=C/c3ccc(OC)c(COC(C)=O)c3)c3ccccc3n2)c1	-15	-13	-33	-22	-30	1	-27	-38	-22
COc1ccc(N(C(=O)c2cccnc2)S(=O)(=O)c2cccs2)cc1	7	4	0	2	-7	0	2	8	-7

An excerpt of these results, bar-delimited:
SMILES | pPAFAH FP inh | PAFAH1B2 inh | PME-1 inh | PAFAH1B3 FP inh | Fam108B inh | PAD4 inh | LYPLA1 counter | PAFAH2 FP inh | GSTO1 inh
O=C(NCC1CCCO1)c1ccc(COc2ccccc2)cc1 (centres undefined) | 0 | 7 | 3 | 4 | -2 | -7 | -5 | -6 | -1
Cn1nnnc1SCC(=O)N1CCCCC1 | 3 | 3 | 2 | -1 | -1 | -1 | 1 | -6 | -1
C#Cc1ccc([C@H]2C=C(C(=O)NCc3nc4ccccc4[nH]3)O[C@@H](OCC)[C@@H]2CCCO)cc1 | -7 | -5 | -14 | -7 | -13 | -11 | -10 | -6 | -3
O=C(O)CC/C(=N\NC(=O)c1ccccc1)c1cccs1 | -10 | 1 | 8 | 5 | 3 | -7 | -1 | 2 | 9
O=C(OCCN1CCOCC1)c1ccc(O)cc1 | 5 | 0 | 6 | 5 | 0 | 0 | -1 | -5 | -1
CC(C)NC(=O)NC(=O)COC(=O)c1ccccc1F | 11 | 2 | -4 | 10 | 2 | 1 | 0 | 4 | -3

Continued:
SMILES	pPAFAH FP inh	PAFAH1B2 inh	PME-1 inh	PAFAH1B3 FP inh	Fam108B inh	PAD4 inh	LYPLA1 counter	PAFAH2 FP inh	GSTO1 inh
CCOc1ccc(NC(=O)CN(c2ccc(C)cc2)S(=O)(=O)c2c(C)nn(C)c2C)cc1	-1	5	0	1	-3	-2	0	5	-13
Cc1cc(=O)[nH]c(N/N=C/c2cccc([N+](=O)[O-])c2)n1	7	/	1	/	3	-4	5	/	-2
Cc1ccc(-n2ncc3c(SCC(=O)Nc4cc(C)on4)ncnc32)c(C)c1	3	-1	3	7	0	6	0	5	2
N#Cc1ccc(Oc2cccc3cccnc23)c([N+](=O)[O-])c1	-1	5	-1	-1	9	-1	-2	5	1
O=C1CC(c2ccccc2)c2ccc(O)cc2O1 (centres undefined)	2	5	0	4	4	0	-2	-14	0
CC1CC(O)(CC(O)(c2ccccc2)c2ccccc2)C(C)CN1C (centres undefined)	-10	9	-1	10	-6	-3	-2	-3	1
COc1cc(C(=O)NCC2CCCO2)ccc1OCc1ccccc1 (centres undefined)	-9	-3	-2	-5	4	-1	-3	-1	4
O=C(COc1ccccc1)Nc1cc2c3c(c1)CC(=O)N3CCC2	5	-2	4	3	-1	0	0	-4	5
CSCCNC(=O)Nc1c(-c2c(Cl)cccc2Cl)noc1C	5	3	-3	9	-2	0	2	-9	-4
NC1=NC(=O)/C(=C/c2ccccc2OCC(=O)Nc2ccc(F)cc2)S1	0	3	/	-10	/	-3	/	-3	/
CC(C)(C)NC(=O)CC(CC(=O)O)c1ccccc1 (centres undefined)	4	-2	-2	8	2	-1	3	1	-1
O=C(O)c1cccc(-c2nnn(Cc3ccccc3)n2)c1	2	4	2	6	-1	4	-1	-7	0
CCCCN(C(=O)c1cc(-c2ccncc2)nc2ccccc12)c1c(N)n(CC(C)C)c(=O)[nH]c1=O	2	2	/	-1	/	3	/	-4	/
CC(c1ccccc1)N1CCc2[nH]c(=S)[nH]c(=O)c2C1 (centres undefined)	-1	8	-4	2	1	0	2	-3	7
CCN(C(=O)c1ccc2c(c1)OCO2)C1CCS(=O)(=O)C1 (centres undefined)	-10	6	-7	8	-2	-6	1	5	-3
Nc1cccc(CP(=O)(c2ccccc2)c2ccccc2)c1	2	2	0	0	/	-3	-1	-3	/
N#Cc1nc(COc2ccccc2)oc1N1CCCCC1	-2	5	5	1	0	-2	-1	6	3
CC(=O)c1ccc(OC(=O)Cc2cccc3ccccc23)cc1	-1	2	-1	9	-6	-4	1	7	3
COc1ccc2cc(S(=O)(=O)NCc3cccnc3)ccc2c1	1	2	0	1	-3	-2	3	-8	0
COC(=O)CCCNC(=O)CC1C(=O)NCCN1Cc1ccoc1 (centres undefined)	-1	2	8	-1	-7	2	1	-2	4
Cc1c(O)ccc(NS(=O)(=O)c2ccccc2)c1C	5	-1	-6	4	3	0	8	7	0
Cc1ccc(C(C(=O)NC2CCCC2)N(C(=O)c2csnn2)C2CCCC2)o1 (centres undefined)	7	1	-3	7	-1	-2	3	-6	9
CCOc1ccc(NC(=O)NC(C)CC)cc1 (centres undefined)	3	4	1	6	0	2	0	-1	3
O=C(Cc1cccc(C(F)(F)F)c1)NCC(=O)Nc1cc(Cl)ccc1Cl	3	6	-1	-4	-4	-1	3	6	3
CCN1CCN(c2oc(COc3ccc(Cl)cc3)nc2C#N)CC1	6	10	7	0	4	-4	0	4	-8
N#Cc1cncc(-c2ccc3c(c2)OCCOCCOCCOCCOCCO3)n1	3	-2	2	3	4	-6	2	1	-3
COc1ccccc1NC(=O)Cn1cnc2c(cnn2-c2ccccc2)c1=O	8	4	-4	-10	-3	0	-1	-8	0
Cc1ccc(NS(=O)(=O)c2ccc3oc(=O)ccc3c2)cc1Cl	10	3	-5	12	0	1	3	-2	22
CC(C)(C)C1CCC(C(=O)OCC(=O)N2CCOCC2)CC1 (centres undefined)	-4	10	-5	1	2	2	0	5	3
COC(=O)c1c(NC(=O)Cc2cccs2)sc(C(=O)NC2CCCCC2)c1C	1	0	-1	-1	-1	2	4	-5	-2
CCOC(=O)c1ccccc1-n1c(C)cc(C2N=C(N)Nc3nc4ccccc4n32)c1C (centres undefined)	10	-3	-143	2	5	-1	9	-2	-3
Cc1ccc(NC(=O)OCCN2CCN(S(=O)(=O)c3ccc(C)cc3)CCC2=O)cc1	11	29*	6	9	0	-2	-3	3	2
CC(C)C(=O)Nc1cccc(C(=O)N2CCCCC2C)c1 (centres undefined)	0	-3	0	8	1	2	3	-5	-7
COc1ccc(OC)c(C2/C(=C(/O)c3cnn(-c4ccccc4)c3C)C(=O)C(=O)N2CCN(C)C)c1 (centres undefined)	4	0	4	12	-2	-1	4	6	1
CCCN(CCC)C(=O)Cn1c(=O)n(CCCCC(=O)NC2CCCC2)c(=O)c2ccccc21	9	2	-2	0	1	-3	1	-10	-1
Cn1c(C(=O)N[C@@H](Cc2ccccc2)C(=O)O)cc2cc(Cl)ccc21	7	3	5	-3	-25	-3	-1	3	-1
COC(=O)c1ccc(CSc2nnc(NC(C)C)s2)o1	-2	7	-1	6	-2	2	-2	4	8
CC(=O)N1CC(C)Oc2ccc(S(=O)(=O)NC(CC(=O)O)c3ccc(C)cc3C)cc21 (centres undefined)	3	1	-4	2	-3	-2	-5	0	6
CC(=O)Nc1ccc(S(=O)(=O)N2CCN(C(=O)c3ncoc3-c3ccc(C)cc3)CC2)cc1	-4	0	-6	5	2	-6	-4	8	5
CCN(CC(=O)Nc1ccc2c(c1)OCCO2)C(=O)c1cc(Cl)nc2ccccc12	-6	2	-3	10	/	-3	-6	1	/
Cc1ccc(OCCC(=O)Nc2ccc(C)c(S(=O)(=O)N3CCOCC3)c2)cc1	3	7	-3	8	/	5	-4	-3	/
Cc1c(OCC(=O)N2C[C@H]3C[C@@H](C2)c2cccc(=O)n2C3)ccc2c3c(c(=O)oc12)CCC3	5	1	-8	9	-2	5	1	0	-4
O=C(CCS(=O)(=O)Cc1ccccc1)Nc1nncs1	5	6	-6	0	-2	-2	0	15	-1

Given with values under each structure: part of the list above
The line under a structure holds: pPAFAH FP inh	PAFAH1B2 inh	PME-1 inh	PAFAH1B3 FP inh	Fam108B inh	PAD4 inh	LYPLA1 counter	PAFAH2 FP inh	GSTO1 inh
> CCN1CCN(c2oc(COc3ccc(Cl)cc3)nc2C#N)CC1
  6	10	7	0	4	-4	0	4	-8
> CC(C)(C)C1CCC(C(=O)OCC(=O)N2CCOCC2)CC1 (centres undefined)
  -4	10	-5	1	2	2	0	5	3
> Cc1c(O)ccc(NS(=O)(=O)c2ccccc2)c1C
  5	-1	-6	4	3	0	8	7	0
> N#Cc1cncc(-c2ccc3c(c2)OCCOCCOCCOCCOCCO3)n1
  3	-2	2	3	4	-6	2	1	-3

Only part of the results is shown; rates above refer to the full screens.
